tim23-1 inh – tim23-1 yeast growth inhibition; S. cerevisiae tim23-1 growth, BacTiter-Glo luminescence, 24 h; 1.3% of 330,000 active; AID 463212; inhibition, % at 20 µM;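 active means growth inhibition of the mutant yeast at or above 50%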;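 further: temperature-sensitive mutant grown at 25 °C; plate controls were DMSO-treated mutant yeast for no effect and medium wells lacking yeast for full effect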
TIM10 inh – growth inhibitors of TIM10 yeast strain; 1.4% of 330,000 active; S. cerevisiae TIM10 strain growth, BacTiter-Glo luminescence, 24 h; inhibition, % at 10 µM;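 active means inhibition of 40% or more at the single tested concentration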;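 further: wild-type TIM10 isogenic control strain grown at permissive 25 °C; 0% = DMSO yeast wells and 100% = minimal medium wells without yeast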
NALP3 yeast inh – inhibitors of NALP3 inflammasome in yeast | Yeast reconstituted NLRP3/ASC/caspase-1, beta-gal luminescence, 24 h | inhibition, % at 10 µM | 0.39% of 330,000 active;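 active means inhibition of 50% or more; inactive means inhibition below 50%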;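 further: plate controls were induced DMSO wells for no effect and uninduced yeast grown without galactose for full effect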
MPTP block – inhibitors of mitochondrial permeability transition pore. isolated mouse mitochondria, Ca2+ swelling absorbance, 30 min. inhibition, % at 10 µM. 1.4% of 360,000 active. AID 602449;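 active means inhibition of 50% or more, scaled per plate between neutral and stimulator controls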;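 further: 0% = DMSO wells given calcium and 100% = 1 mM EGTA wells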
tim10-1 inh – tim10-1 yeast growth inhibition; 2.2% of 330,000 active; inhibition, % at 20 µM; AID 463190; S. cerevisiae tim10-1 ts strain growth, BacTiter-Glo, 24 h;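 active means inhibition of at least 40%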;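 further: mutant grown at 25 °C; 0% = DMSO wells with yeast and 100% = wells holding no yeast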
APJ ag – activates the human apelin receptor APJ. 0.11% of 330,000 active. activation, % at 20 µM. AID 2520. P35414. CHO-K1 APJ PathHunter beta-arrestin, luminescence; 0% DMSO wells, 100% apelin;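 active means activation more than six SD over the plate average, tested at 20 µM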;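 further: 0% = DMSO alone and 100% = apelin-13 at 10 nM; some results filed as inactive read as strong as hits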
Target sequence (P35414 whole entry, looked up): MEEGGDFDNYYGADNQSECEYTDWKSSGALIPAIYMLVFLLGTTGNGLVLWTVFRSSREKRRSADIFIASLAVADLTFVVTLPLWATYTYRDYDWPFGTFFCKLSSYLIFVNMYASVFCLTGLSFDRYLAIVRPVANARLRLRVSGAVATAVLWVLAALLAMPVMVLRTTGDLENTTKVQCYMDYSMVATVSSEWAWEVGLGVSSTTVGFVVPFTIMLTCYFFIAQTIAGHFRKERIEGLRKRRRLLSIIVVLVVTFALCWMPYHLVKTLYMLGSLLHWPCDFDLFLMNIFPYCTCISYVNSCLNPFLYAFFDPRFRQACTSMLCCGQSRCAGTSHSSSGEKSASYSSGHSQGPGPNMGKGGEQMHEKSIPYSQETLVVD
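Incubation: overnight seeding, 90 min compound at 25 °C, 1 h detection; test system: PathHunter CHO-K1 APJ (AGTRL-1) beta-arrestin reporter cells; amount: 1000 cells/well; doses: one dose, 20 µM compound, 1% DMSO; measured by: beta-gal luminescence; measure: agonist-driven arrestin binding to APJ; benchmarks: negative DMSO alone, positive Apelin-13 at 10 nM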
MIN6 prolif – MIN6 beta-cell proliferation induction; 0.29% of 330,000 active; MIN6 cells proliferation, ATPlite luminescence, 48 h; cells starved in 0.2% serum; 100% = growth in 10% serum; proliferation, % at 10 µM;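 active means compounds whose signal lies at least 3.5 SD above the mean of all wells on their plate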;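 further: 0% = DMSO-treated cells in low-serum medium and 100% = 10% serum control; some compounds called inactive have numbers as strong as hits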
GRIN3A LBD mod – modulates the human NR3A ligand-binding domain. NR3A LBD differential scanning fluorimetry, Tm shift; 0% = protein alone, 100% = glycine-bound protein. Tm shift relative to glycine control, % at 25 µM. 2.5% of 340,000 active. AID 1259313;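 active means melting temperature shift of at least 10% of the positive control shift, at one fixed dose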
APJ antagonist – antagonists of human APJ apelin receptor; P35414; CHO-K1 APJ beta-arrestin complementation, luminescence; inhibition, % at 20 µM; 0.32% of 330,000 active; AID 2521;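 active means inhibition above about 40% at 20 µM, limit read from the data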;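 further: cells challenged with 10 nM apelin-13 agonist together with compound; plate controls were apelin-13 plus DMSO wells for no effect and DMSO wells lacking apelin-13 for full effect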
* hit, by the source's call.

The line under a structure holds: tim23-1 inh, TIM10 inh, NALP3 yeast inh, MPTP block, tim10-1 inh, APJ ag, MIN6 prolif, GRIN3A LBD mod, APJ antagonist
CC1Oc2ccccc2N(CC(=O)Nc2ccc(F)cc2)C1=O (stereo not given)
  17, 2, 12, -0.5, 11, 1, -1, -1, -18
O=C(c1ccccc1)c1cc([N+](=O)[O-])ccc1N1CCOCC1
  -18, -42, 7, 0.0, -24, -3, 0, 1, -14
O=[N+]([O-])c1ccc(/C=N/Nc2nc(N3CCCC3)nc(N3CCCC3)n2)o1
  27, 22, 15, -0.2, 32, 2, -1, -7, -20
O=C(C1CC(=O)N(c2ccc(Cl)cc2)C1)N1CCOCC1 (stereo not given)
  11, -8, 19, -2.4, 11, -4, 1, 1, 4
Cc1cc(C)n2c3c(c(C#N)c2n1)CCCC3
  37, 11, 4, 0.4, 38, -2, -2, -4, 2
C=CCNS(=O)(=O)c1nc(C)c(Cl)c(C)c1C#N
  14, 1, -3, 0.4, -23, 0, -1, -2, 5
Cc1cccc(NS(=O)(=O)c2nnc(NC(=O)C3CCCCC3)s2)c1
  7, -2, 6, -0.2, 10, -1, -4, -8, 2
COc1ccc(/C=N/Nc2ncc(-c3ccccc3)cn2)c(OC)c1
  -16, 1, 15, -0.5, -12, 3, -1, -33, 7
CCc1ccc(N(C(=O)c2snc(C(N)=O)c2N)C(C(=O)NCC2CCCO2)c2cccs2)cc1 (stereo not given)
  9, 15, 18, 2.1, 15, 0, -2, -14, -1
O=C(Cc1ccccc1)Nc1ccc(N2CCOCC2)cc1N1CCOCC1
  13, 9, 19, -2.0, 11, -2, 0, -1, -4
Cc1ccccc1-c1nnc2c3ccccc3c(C)nn12
  17, 1, 25, -1.2, 4, -5, -1, -1, 12
Cc1nc2scc(C)n2c(=O)c1S(=O)(=O)NCc1ccccc1
  16, 5, 21, 1.1, -2, 5, 1, -4, 14
COC(=O)c1cc(-c2ccccc2)sc1NC(=O)CN1C(=O)c2ccccc2C1=O
  27, 12, 4, 5.8, 16, 0, -1, -1, 6
O=C(N/N=C1/CC2CCC1C2)c1cc2ccccc2cc1O (stereo not given)
  38, 14, -17, -0.8, 6, 10, -6, -6, -40
Cc1ccc(Oc2ncc(-c3ccc(Cl)cc3)cn2)cc1
  15, 3, 12, -3.0, 7, 1, -2, 2, -13
COc1ccc(NS(=O)(=O)c2ccc(NC(=O)C3CC3)cc2)cc1
  -11, 9, -3, -1.0, -12, 0, -3, 1, -1
CN(CC(=O)Nc1c(Cl)cccc1Cl)C(=O)CCC(=O)c1ccccc1
  -8, 1, 16, 1.0, 0, 7, 1, 0, 25
Cn1c(SCC(=O)Nc2ccc(F)cc2)nc2c([nH]c3ccccc32)c1=O
  -2, -1, 0, -1.7, 6, -5, -5, 0, -9
Cc1cccc(C(=O)NNC(=O)c2ccccc2-n2cccc2)c1
  0, -8, -3, 0.0, -4, -3, 0, -1, 14
Cc1ccc(S(=O)(=O)N2[C@@H](c3ccc(Cl)cc3)C(C(=O)O)=CC[C@H]2c2ccc(C(C)C)cc2)cc1
  32, 10, -9, 0.2, 25, 0, -9, -5, -62
CCNC(=O)C(=O)Nc1ccc(OC)c(Cl)c1
  9, 1, 7, -2.2, 16, -1, -1, -1, 11
O=Cc1ccccc1OCCCOc1cccc2cccnc12
  76*, 49*, 31, 2.3, 33, -4, -1, -1, 7
COCCNC(=O)CSCc1cc(C)cc(C)c1
  -2, 5, -2, -1.2, 3, -2, 0, 0, 3
CC(=O)c1ccccc1NC(=O)COC(=O)CN1C(=O)C2CCCCC2C1=O (stereo not given)
  10, -1, 7, -1.0, 8, -2, 1, 2, -9
COc1ccccc1NC(=S)N1CCn2cccc2C1c1cccnc1 (stereo not given)
  23, -7, 3, -0.8, 22, -2, -3, 1, 11
O=C(c1ccc(S(=O)(=O)N2CCCC2)cc1)N1CCN(Cc2ccc3c(c2)OCO3)CC1
  12, 8, 4, 6.1, -3, -7, -2, 0, 12
CN(C(=O)COC(=O)Cc1c[nH]c2ccccc12)c1c(N)n(Cc2ccccc2)c(=O)[nH]c1=O
  18, 11, 30, -3.5, 11, 0, -1, 1, 1
CN(C)S(=O)(=O)c1ccc(Cl)c(NC(=O)CNC2(C)CCS(=O)(=O)C2)c1 (stereo not given)
  -7, -2, -2, 0.1, -9, -2, -3, 2, 13
CCCC(C)CO (stereo not given)
  4, 6, -2, -0.8, 3, -2, 0, 0, 0
O=C(C[C@@H]1C/C=C\C[C@H](Cc2ccc(F)cc2)C(=O)OC[C@H]2CCCN2C1=O)NCCO
  8, 4, -3, 3.5, 4, -4, -1, 1, 1

An excerpt from above in order of their number in GRIN3A LBD mod, high to low:
mol	GRIN3A LBD mod
CC(=O)c1ccccc1NC(=O)COC(=O)CN1C(=O)C2CCCCC2C1=O (stereo not given)	2
O=C(C[C@@H]1C/C=C\C[C@H](Cc2ccc(F)cc2)C(=O)OC[C@H]2CCCN2C1=O)NCCO	1
O=C(c1ccc(S(=O)(=O)N2CCCC2)cc1)N1CCN(Cc2ccc3c(c2)OCO3)CC1	0
CCNC(=O)C(=O)Nc1ccc(OC)c(Cl)c1	-1

Next results
The line under a structure holds: tim23-1 inh, TIM10 inh, NALP3 yeast inh, MPTP block, tim10-1 inh, APJ ag, MIN6 prolif, GRIN3A LBD mod, APJ antagonist
COCCNC(=O)C1CC(c2cccc([N+](=O)[O-])c2)=NO1 (stereo not given)
  -5, -4, 24, -0.9, -23, 3, -5, 2, 5
C[N+]1(C)CC2=Cc3ccccc3CC2C1 (stereo not given)
  16, -10, 12, -1.7, 19, 1, -3, 0, -10
CN1CCN(c2ccc(S(=O)(=O)Nc3ccccc3)cc2[N+](=O)[O-])CC1
  13, 7, 20, 12, 14, -3, -3, -1, 4
CCC(CC)c1nnc(NC(=O)c2ccc3ccccc3n2)s1
  33, 33, 7, 0.7, 33, 3, 0, 2, 19
CCN(CC)C(=O)C(C)N(C#N)c1nc(SC)nc(N(C)C)n1 (stereo not given)
  20, 11, 4, -1.5, 19, -6, 3, -1, -4
Cc1ccc(-c2nc(C#N)c(NCC3CCCO3)o2)cc1 (stereo not given)
  5, 8, 21, -0.6, 4, -2, -1, 0, 2
CCOc1ccc(S(=O)(=O)NCCCn2ccnc2)cc1NC(C)=O
  -3, -8, 6, -0.5, 1, 1, -1, 3, 3
COc1ccc(N(C)C(=O)Nc2ccc3c(c2)nnn3C)cc1
  3, 2, -1, -0.3, -2, 6, 0, -1, -4
O=C(COC(=O)c1ccc(S(=O)(=O)NCc2ccco2)cc1)Nc1ccccc1
  15, -4, 3, -3.2, 4, 14, -4, 4, 15
CCN(CC)C(=O)OCc1c(-c2cccc(OC)c2)ncc2ccccc12
  40, 20, -3, 0.8, 21, -4, -3, -5, 12
Cc1nc(=O)c(-c2ccccc2)c(C)n1-c1cccc(C(=O)O)c1
  10, 3, -20, -1.0, 5, -4, -2, 0, -4
COc1cc(NC(=O)CN(C)Cc2ccc(OC(F)F)cc2)c(C)cc1[N+](=O)[O-]
  8, 15, 7, 1.3, 18, 0, -2, 1, 0
O=C(C(=O)N1CCc2ccccc2C1)c1cn(CC(=O)N2CCCCC2)c2ccccc12
  10, 9, -2, -14, 11, 0, 0, -1, 0
CC(=O)N1CCN(S(=O)(=O)c2ccc(S(=O)(=O)NCC(C)C)cc2)CC1
  11, -1, -9, -2.6, 5, -1, -2, -2, 21
COc1ccccc1/C=C/C(=O)N1CCN(S(=O)(=O)c2cc(C)ccc2C)CC1
  48, 37, 18, -2.0, 24, -5, 1, 0, 9
COC(=O)c1cc(CSC(=N)N)ccc1OCCC(C)C
  -4, 4, 5, 1.0, 3, -3, -3, 1, -14
COc1ccccc1OCCCn1c(=O)oc2ccc(C)cc21
  15, 15, 24, -0.3, 18, -7, -1, -1, 2
CC1CCCN(C(=O)COC(=O)c2cc(-c3cccs3)nn2-c2ccccc2)C1 (stereo not given)
  21, 2, 18, 0.0, 20, -2, 5, -1, 5
O=C(CCNC(=O)c1ccccc1)OCC(=O)c1ccccc1
  8, -7, 11, -1.8, -6, -4, -2, 1, -9
COc1cc(NC(=O)CSc2nnc3c(C)cc4cc(C)cc(C)c4n23)c(C(=O)O)cc1OC
  14, -4, -10, 0.0, 19, -3, -1, 2, -15
COc1cc2nc(C3CCC3)n(N)c(=O)c2cc1OC
  9, -11, 12, 1.7, 4, 1, 0, -2, 19
CCOc1nc2cnccc2n(CC(=O)Nc2c(F)c(F)cc(F)c2F)c1=O
  -3, 9, 1, -2.5, 14, 9, -1, 0, 8
CC(=O)N[C@H]1[C@H](OC2CCCCC2)O[C@H](COC(C)=O)[C@@H](OC(C)=O)[C@@H]1OC(C)=O
  4, -22, 1, 2.5, 8, -4, -3, 1, -7
CC(=O)NC(c1cc(F)c2cccnc2c1O)C1CC1 (stereo not given)
  29, 0, 13, -2.2, 25, 0, -1, 0, 0
COc1cccc(OC)c1OCCCOc1ccc([N+](=O)[O-])cc1Cl
  15, 35, 36, 1.8, 35, -2, 0, -11, 9
COc1cc(S(=O)(=O)Nc2cccc3cn[nH]c23)c(OC)cc1Cl
  15, 2, 4, -1.3, 23, -2, 7, -2, 2
Cn1c(=O)[nH]c(Nc2ccc(F)cc2)c([N+](=O)[O-])c1=O
  11, 19, 6, -1.3, 2, -5, 0, 6, 1
CCOC(=O)CN1C(=O)/C(=C/c2ccccc2Br)Oc2ccccc21
  5, -14, 16, -0.6, 3, -1, -1, -2, -11
COc1cc(C(=O)OCC(=O)NC(C)CCc2ccccc2)cc(OC)c1OC (stereo not given)
  17, 2, 19, 0.2, 14, -4, 5, -4, -31
COCc1ccc(CN2CCCC(C(=O)Nc3ccc(-c4cccc(OC)c4)cc3)C2)o1 (stereo not given)
  24, 17, 31, 3.4, 29, -3, -4, -5, -1
O=C(O)/C=C\C(=O)Nc1ccccc1N1CCN(c2ccccc2)CC1
  15, -5, 14, 0.7, 15, -4, -2, 1, 7
CCc1ccc(/C=N/n2c(C)cc(C)c(C#N)c2=O)cc1
  30, 6, 26, -1.9, 26, 2, -1, -2, -7
Cc1cc(C)cc(OCC(=O)OCC(=O)NC2CCCCCCC2)c1
  29, 0, 12, -2.1, 9, 5, 1, 0, 6
O=C(O)CSC(=S)N1CCCCC1
  4, 12, 21, 0.2, 3, -1, 0, -5, 13
CC1=C(C(=O)OC2CCCCCCC2)C(c2cc3c(cc2Br)OCO3)CC(=O)N1 (stereo not given)
  26, 22, -4, -1.9, 33, -4, -6, -25, -3
O=C(CC1C(=O)NCCN1Cc1c(F)cccc1Cl)NCCCN1CCCC1=O (stereo not given)
  -6, -2, 12, 0.7, -6, -5, -4, 3, 13
CCN(CC)CC(=O)Nc1ccc(/C(C)=N/NC2=NCCN2)cc1
  -11, 2, 1, 0.9, -1, -3, 1, 0, 3
O=C(O)C1C2CCC(C2)C1C(=O)Nc1cc(F)ccc1F (stereo not given)
  3, -8, 4, -0.5, 7, -6, -1, -2, 1
COc1ccc(NC(=O)CSc2nnc(Cc3cccn3C)n2-c2ccc(F)cc2)cc1OC
  15, -5, 2, -0.2, 17, -1, -3, -2, 19
COc1ccc(-n2c(=O)cc(N3CCOCC3)[nH]c2=O)cc1
  -6, -8, 11, -1.6, 10, 0, -3, 1, 1
O=C(c1ccc2c(=O)n3c(nc2c1)CCCCC3)N1CCN(c2ccc([N+](=O)[O-])cc2)CC1
  20, 18, 19, -2.6, 9, 5, -2, 2, -3
CCc1ccc2nc(SCC(=O)Nc3nnc(C)s3)c(C)cc2c1
  58*, -13, 8, 1.6, 8, -3, 0, -4, 0
COc1ccc(OCc2cc(C(=O)N3CCC(c4ccccc4)CC3)no2)c(Cl)c1
  24, 32, -1, 0.5, 29, 6, -5, 0, -12

Assay outcomes: PubChem, Sanford-Burnham Center for Chemical Genomics

Compounds as they come; 7.2% or so of the library scored in one or more.
